Screening data: PubChem BioAssay, several laboratories
PrPC TRFRET = cell surface PrPC inhibition, primary TR-FRET screen | TR-FRET read-out | actives 0.43% (n = 370,000) | P04156 | inhibition, % at 13.8 µM | AID 720596; in the data active = inhibition above about 24%; also: 0% = median of the test wells and 100% = reference compound wells
PriA SSB inh = inhibitors of Klebsiella pneumoniae PriA binding to SSB C-terminal tail; AlphaScreen SSBct-PriA binding, biotinylated peptide; actives 0.6% (n = 430,000); AID 1272365; inhibition, % at 33 µM; in the data active = inhibition mostly above about 37%, no sharp cut-off; inactive = mostly below about 20%;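 also: plate controls were negative control peptide for no effect and reference peptide for full effect; strong numbers were not always called active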
PfHsp40 rescue = compounds rescuing yeast from Plasmodium falciparum HSP40 toxicity | S. cerevisiae expressing PfHsp40, growth rescue, ATP luminescence | growth rescue, % at 12.5 µM | actives 0.68% (n = 340,000) | AID 504582; in the data active = growth rescue above about 28%, passing the limit was not always enough;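 also: yeast W303a lacking pdr1 and pdr3 grown in galactose medium; growth measured after three days at 30 °C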
TcdB inh = inhibitors of Clostridioides difficile toxin B glycohydrolase; P18177; TcdB glycohydrolase enzymatic assay, plate reader; inhibition, % at 9.99 µM; actives 0.24% (n = 350,000); in the data active = inhibition above about 10%
BoNT-A LC inh2 = inhibitors of Botulinum neurotoxin A light chain protease | AID 588499 | inhibition, % at 10 µM | actives 0.17% (n = 360,000) | multiplex microsphere protease substrate cleavage, flow cytometry; also: plate controls were buffer without enzyme for full effect and enzyme alone for no effect
SARS 3CLpro inh = SARS-CoV 3CLpro protease inhibition. P0C6X7. recombinant SARS-CoV 3CLpro, quenched FRET peptide cleavage. inhibition, % at 6 µM. actives 0.14% (n = 290,000); in the data active = inhibition above about 12%
Anthrax LF prot = blocks Bacillus anthracis lethal factor protease. P15917. multiplex microsphere protease cleavage assay, LF. inhibition, % at 10 µM. actives 0.12% (n = 360,000). AID 588501; also: plate controls were buffer without enzyme for full effect and enzyme alone for no effect
Target sequence (P15917 whole entry, looked up): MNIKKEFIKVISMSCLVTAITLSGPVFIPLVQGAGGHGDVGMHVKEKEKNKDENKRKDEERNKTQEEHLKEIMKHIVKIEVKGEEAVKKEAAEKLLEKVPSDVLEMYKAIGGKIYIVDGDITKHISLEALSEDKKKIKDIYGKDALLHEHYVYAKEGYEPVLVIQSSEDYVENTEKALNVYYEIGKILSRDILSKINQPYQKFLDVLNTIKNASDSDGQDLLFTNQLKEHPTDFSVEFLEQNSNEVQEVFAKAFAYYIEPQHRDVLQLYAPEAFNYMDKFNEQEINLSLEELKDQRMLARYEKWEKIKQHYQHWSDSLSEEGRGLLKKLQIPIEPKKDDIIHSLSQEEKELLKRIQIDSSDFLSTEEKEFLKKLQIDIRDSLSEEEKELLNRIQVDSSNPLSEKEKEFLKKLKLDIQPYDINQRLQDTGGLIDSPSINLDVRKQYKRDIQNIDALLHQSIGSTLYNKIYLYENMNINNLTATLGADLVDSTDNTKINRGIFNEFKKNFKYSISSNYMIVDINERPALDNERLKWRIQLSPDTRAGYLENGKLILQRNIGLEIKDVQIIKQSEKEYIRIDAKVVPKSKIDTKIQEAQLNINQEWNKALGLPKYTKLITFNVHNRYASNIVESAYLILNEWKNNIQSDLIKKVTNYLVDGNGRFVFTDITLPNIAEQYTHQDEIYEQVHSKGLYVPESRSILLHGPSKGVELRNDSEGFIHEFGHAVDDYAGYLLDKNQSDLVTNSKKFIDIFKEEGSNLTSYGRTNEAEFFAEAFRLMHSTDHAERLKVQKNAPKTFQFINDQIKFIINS
Vc quorum ag = induces V. cholerae light production without autoinducers; actives 0.16% (n = 350,000); V. cholerae BH1578 lux reporter, luminescence, 6 h; activation, % at 18.7 µM; in the data active = activation mostly above about 9.7%, no sharp cut-off; also: not every result past the cut was called active; inactives centre near 0; reference of the scale not given here
Yp Topo-I inh = inhibitors of Yersinia pestis topoisomerase I | Y. pestis Topo-I cleavage product accumulation, plate reader | activity, % at 10 µM | actives 0.064% (n = 360,000); in the data active = activity above about 50%, passing the limit was not always enough; also: inactives centre near 2
An asterisk follows results filed as active; & = joins results of further samples. Rule as the data show it, unless noted: active = inhibition above about 30%; inconclusive = no clear call, values can overlap the other calls; inactive = below that. Not all compounds are listed. The share of hits here may be higher or lower than overall.

What do the screens show for `O=C(Nc1ccccc1)OC1CCS(=O)(=O)C1` (stereo not given)?
PrPC TRFRET: -4; PriA SSB inh: -20; PfHsp40 rescue: -0.8; TcdB inh: -1.2; BoNT-A LC inh2: -1.1; SARS 3CLpro inh: 1; Anthrax LF prot: 0; Vc quorum ag: inactive; Yp Topo-I inh: 1

How did C=CC1C(OC2OC(CO)C(O)C(O)C2O)OC=C(C(=O)OC)C1CC1CC(=O)CC(CC(=O)CCc2ccc(O)cc2)O1 (stereo not given) do in these assays?
PrPC TRFRET: -4; PriA SSB inh: -15; PfHsp40 rescue: -0.6; TcdB inh: 2.0; BoNT-A LC inh2: 0.7; Anthrax LF prot: 2; Vc quorum ag: -0.3; Yp Topo-I inh: 0

How did CC(NC(=O)c1ccc([N+](=O)[O-])cc1[N+](=O)[O-])c1ccc(-c2ccccc2)cc1 (stereo not given) do in these assays?
PrPC TRFRET: -6; PriA SSB inh: 4; PfHsp40 rescue: 0.6; BoNT-A LC inh2: -0.1; SARS 3CLpro inh: -10; Anthrax LF prot: 0; Vc quorum ag: -0.6; Yp Topo-I inh: -7

How did CCOc1ccc(N(CC(=O)Nc2ccc(C)c(F)c2)C2=NC3CS(=O)(=O)CC3S2)cc1 (stereo not given) do in these assays?
PrPC TRFRET: -6; PriA SSB inh: -8; PfHsp40 rescue: 0.3; TcdB inh: 1.9; BoNT-A LC inh2: 0.2; SARS 3CLpro inh: -5; Anthrax LF prot: 1; Vc quorum ag: -0.6; Yp Topo-I inh: 8

How did CC(=O)N(CCN(C)C)c1nc2cc3c(cc2s1)OCCO3 do in these assays?
PrPC TRFRET: -6; PriA SSB inh: -19&-9; PfHsp40 rescue: -1.5; TcdB inh: 2.7; BoNT-A LC inh2: 0.2; SARS 3CLpro inh: 4; Anthrax LF prot: 0; Vc quorum ag: inactive; Yp Topo-I inh: 1

What do the screens show for `COc1ccc(C(=O)NCC2CCCN2S(=O)(=O)c2ccccc2)cc1OC` (stereo not given)?
PrPC TRFRET: 3; TcdB inh: -5.0; BoNT-A LC inh2: -0.4; Anthrax LF prot: -1; Vc quorum ag: -0.3; Yp Topo-I inh: -12

Results for Cc1ccc(SCC(=O)N/N=C/c2ccco2)cc1 ?
PrPC TRFRET: 2; PfHsp40 rescue: -1.3; TcdB inh: 3.3; SARS 3CLpro inh: 5; Vc quorum ag: -0.4; Yp Topo-I inh: 6

What do the screens show for `CCOc1ccccc1Oc1coc2cc(OC)ccc2c1=O`?
PrPC TRFRET: -1; PriA SSB inh: -8; PfHsp40 rescue: -0.2; BoNT-A LC inh2: -0.3; SARS 3CLpro inh: -5; Anthrax LF prot: 0; Vc quorum ag: 11; Yp Topo-I inh: 15

How did F[B-](F)(F)COc1ccccc1 do in these assays?
PrPC TRFRET: -2; PriA SSB inh: 0; PfHsp40 rescue: -1.5; TcdB inh: -0.1; BoNT-A LC inh2: -0.1; Anthrax LF prot: -5; Vc quorum ag: inactive; Yp Topo-I inh: -3

Results for NCCOc1ccccc1-c1ccccc1 ?
PrPC TRFRET: 1; PriA SSB inh: -19; PfHsp40 rescue: -1.2; BoNT-A LC inh2: 0.5; SARS 3CLpro inh: -3; Anthrax LF prot: 0; Vc quorum ag: inactive; Yp Topo-I inh: -8

How did O=C(OCc1c(F)cccc1Cl)c1cc([N+](=O)[O-])ccc1N1CCOCC1 do in these assays?
PrPC TRFRET: -2; PriA SSB inh: 2; PfHsp40 rescue: 2.4; TcdB inh: 1.6; BoNT-A LC inh2: 2.0; Anthrax LF prot: -3; Vc quorum ag: -0.3; Yp Topo-I inh: -10

How did C[C@@H]1CN([C@H](C)CO)C(=O)CCCn2nncc2CO[C@H]1CN(C)S(=O)(=O)c1ccc2c(c1)OCCCO2 do in these assays?
PrPC TRFRET: 5; TcdB inh: 1.9&-0.2; BoNT-A LC inh2: -0.1; Anthrax LF prot: -10; Vc quorum ag: -0.6; Yp Topo-I inh: 9

Some of these compounds in order of SMILES length, smallest number first.
How did CC(=O)N(CCN(C)C)c1nc2cc3c(cc2s1)OCCO3 do in these assays?
PrPC TRFRET: -6; PriA SSB inh: -19&-9; PfHsp40 rescue: -1.5; TcdB inh: 2.7; BoNT-A LC inh2: 0.2; SARS 3CLpro inh: 4; Anthrax LF prot: 0; Vc quorum ag: inactive; Yp Topo-I inh: 1

How did CCOc1ccc(N(CC(=O)Nc2ccc(C)c(F)c2)C2=NC3CS(=O)(=O)CC3S2)cc1 (stereo not given) do in these assays?
PrPC TRFRET: -6; PriA SSB inh: -8; PfHsp40 rescue: 0.3; TcdB inh: 1.9; BoNT-A LC inh2: 0.2; SARS 3CLpro inh: -5; Anthrax LF prot: 1; Vc quorum ag: -0.6; Yp Topo-I inh: 8

How did C=CC1C(OC2OC(CO)C(O)C(O)C2O)OC=C(C(=O)OC)C1CC1CC(=O)CC(CC(=O)CCc2ccc(O)cc2)O1 (stereo not given) do in these assays?
PrPC TRFRET: -4; PriA SSB inh: -15; PfHsp40 rescue: -0.6; TcdB inh: 2.0; BoNT-A LC inh2: 0.7; Anthrax LF prot: 2; Vc quorum ag: -0.3; Yp Topo-I inh: 0

The listing continues:
How did Cc1ccc(NC(=O)c2nc[nH]c2C(=O)N2CCc3ccccc3C2)cc1 do in these assays?
PrPC TRFRET: -2; PriA SSB inh: 1; PfHsp40 rescue: -0.9; TcdB inh: 1.9; BoNT-A LC inh2: 0.0; Anthrax LF prot: -4; Vc quorum ag: -0.6; Yp Topo-I inh: 12

Results for C=CCN(CC=C)C(=O)COC(=O)c1n[nH]c2ccccc12 ?
PrPC TRFRET: -6; PriA SSB inh: -2; PfHsp40 rescue: -0.5; TcdB inh: 0.1; BoNT-A LC inh2: -0.1; SARS 3CLpro inh: 3; Anthrax LF prot: 2; Vc quorum ag: -1.7; Yp Topo-I inh: -9

How did Cc1ccc2c(c1)nc1c3ccccc3nc(-c3ccccc3N)n21 do in these assays?
PrPC TRFRET: -9; TcdB inh: 1.9; BoNT-A LC inh2: -0.1; Anthrax LF prot: -2; Vc quorum ag: inactive; Yp Topo-I inh: 7

Results for CCOC(=O)c1ccc(NC(=S)NC(=O)C2CCCC2)cc1 ?
PrPC TRFRET: 0; PriA SSB inh: 5; PfHsp40 rescue: 0.1; TcdB inh: -7.4; BoNT-A LC inh2: 0.0; SARS 3CLpro inh: 3; Anthrax LF prot: 1; Vc quorum ag: -0.2; Yp Topo-I inh: -6

How did NNC(=O)CCn1nnc2ccccc21 do in these assays?
PrPC TRFRET: 4; PriA SSB inh: -2; PfHsp40 rescue: -0.3; TcdB inh: -0.9; BoNT-A LC inh2: -0.3; SARS 3CLpro inh: 0; Anthrax LF prot: -2; Vc quorum ag: -0.5; Yp Topo-I inh: 2

What do the screens show for `COC(=O)C1=C(c2ccccc2)C[C@@H]2CC[C@H]1N2C(=O)NC1CCCCC1`?
PrPC TRFRET: 3; PriA SSB inh: -1; PfHsp40 rescue: -1.0; TcdB inh: -1.4; BoNT-A LC inh2: 0.0; Anthrax LF prot: 8; Vc quorum ag: inactive; Yp Topo-I inh: 8

How did CC(=O)Nc1ccccc1NC(=O)c1cc(C)ccc1C do in these assays?
PrPC TRFRET: -7; PriA SSB inh: -6; PfHsp40 rescue: 0.0; TcdB inh: 0.2; BoNT-A LC inh2: -1.4; SARS 3CLpro inh: -2; Anthrax LF prot: -10; Vc quorum ag: -0.3; Yp Topo-I inh: 4

How did CCCCOc1ccc(C2=NNC(=O)CC2)cc1 do in these assays?
PrPC TRFRET: 1; PriA SSB inh: -1; PfHsp40 rescue: 0.4; TcdB inh: 1.0; BoNT-A LC inh2: -0.3; SARS 3CLpro inh: 3; Anthrax LF prot: 0; Vc quorum ag: -0.4; Yp Topo-I inh: -2

How did CCCC(=O)N(CCN1CCOCC1)c1nc2cc(C)c(C)cc2s1 do in these assays?
PrPC TRFRET: 2; PriA SSB inh: 5; PfHsp40 rescue: -0.2; TcdB inh: 1.0; BoNT-A LC inh2: -1.9; SARS 3CLpro inh: 6; Anthrax LF prot: -4; Vc quorum ag: -0.1; Yp Topo-I inh: 5

Results for CN(CC(=O)Nc1c(Cl)cccc1Cl)C(=O)CCC(=O)c1ccccc1 ?
PrPC TRFRET: 2; PriA SSB inh: -2; PfHsp40 rescue: -0.1; TcdB inh: 1.3; Vc quorum ag: -0.4; Yp Topo-I inh: 4

How did Cc1cc(OCc2cc(C(=O)N(C)C3CCOC3)no2)cc(C)c1Cl (stereo not given) do in these assays?
PrPC TRFRET: 15; PriA SSB inh: -26; PfHsp40 rescue: -1.1; TcdB inh: 1.1; BoNT-A LC inh2: 0.3; SARS 3CLpro inh: 4; Anthrax LF prot: -1; Vc quorum ag: -0.3; Yp Topo-I inh: 8

How did CC(C)OC(=O)NCCOC(=O)Nc1ccc(Cl)cc1 do in these assays?
PrPC TRFRET: 4; PriA SSB inh: -12; PfHsp40 rescue: -1.3; TcdB inh: 0.2; BoNT-A LC inh2: -0.2; SARS 3CLpro inh: -2; Anthrax LF prot: -8; Vc quorum ag: -0.2; Yp Topo-I inh: -3

How did N#Cc1c(-c2ccccc2)cc2nc3ccccc3n2c1N do in these assays?
PrPC TRFRET: -5; PriA SSB inh: -11; PfHsp40 rescue: -1.0; TcdB inh: 0.7; BoNT-A LC inh2: 0.0; SARS 3CLpro inh: 3; Anthrax LF prot: -2; Vc quorum ag: -0.2; Yp Topo-I inh: -2

How did Cc1ccccc1NC1=C(Cl)C(=O)OC1NC(=O)c1ccccc1 (stereo not given) do in these assays?
PrPC TRFRET: 5; PriA SSB inh: 2; PfHsp40 rescue: 0.3; TcdB inh: 1.6; BoNT-A LC inh2: 0.7; SARS 3CLpro inh: 4; Anthrax LF prot: -6; Vc quorum ag: -0.7; Yp Topo-I inh: 10

Results for COC(=O)Nc1nnc(-c2ccco2)s1 ?
PrPC TRFRET: 8; PriA SSB inh: -8; TcdB inh: 0.9; SARS 3CLpro inh: 1; Vc quorum ag: -0.4; Yp Topo-I inh: -3

What do the screens show for `Cc1cccc(NC(=O)COc2cccc3c2CCNC3=O)c1`?
PrPC TRFRET: -4; PriA SSB inh: 6; TcdB inh: 1.3; BoNT-A LC inh2: -0.5; Anthrax LF prot: -4; Vc quorum ag: -7.6; Yp Topo-I inh: 3

How did COc1cc(CN2CCCC(CO)(Cc3cccc(Cl)c3)C2)cc2c1OCO2 (stereo not given) do in these assays?
PrPC TRFRET: -2; PriA SSB inh: 13; PfHsp40 rescue: 1.5; TcdB inh: 0.7; BoNT-A LC inh2: -0.8; SARS 3CLpro inh: 3; Anthrax LF prot: -3; Vc quorum ag: -0.3; Yp Topo-I inh: 5

What do the screens show for `CCCCN1CC[C@H]2C=CC[C@@H](C(=O)Nc3ccc(OC)cc3)[C@H]2C1=O`?
PrPC TRFRET: 2; PriA SSB inh: -1; PfHsp40 rescue: -1.2; BoNT-A LC inh2: -0.5; Anthrax LF prot: 3; Vc quorum ag: 0.6; Yp Topo-I inh: 2

How did C[C@@H]1C(=O)O[C@@H]2[C@H](O)C34[C@H]5C[C@@H](C(C)(C)C)C36[C@H](OC(=O)[C@@H]6O)OC4(C(=O)O5)[C@@]12O (stereo not given in full) do in these assays?
PrPC TRFRET: 7; PriA SSB inh: -10; PfHsp40 rescue: 0.1; TcdB inh: 1.2; BoNT-A LC inh2: 0.6; SARS 3CLpro inh: -1; Anthrax LF prot: -5; Vc quorum ag: -4.0; Yp Topo-I inh: 4

How did CCCCN1CNC(=S)N(CCc2ccccc2)C1 do in these assays?
PrPC TRFRET: 3; PriA SSB inh: 3; PfHsp40 rescue: 4.6; TcdB inh: 0.6; BoNT-A LC inh2: -0.7; SARS 3CLpro inh: -1; Anthrax LF prot: 1; Vc quorum ag: -0.6; Yp Topo-I inh: 1

Results for COc1ccccc1OCCC(=O)OCC(=O)Nc1ccc2c(c1)OCO2 ?
PrPC TRFRET: -5; PriA SSB inh: 2; PfHsp40 rescue: -3.0; TcdB inh: -1.0; BoNT-A LC inh2: 0.5; Anthrax LF prot: -2; Yp Topo-I inh: -9

How did CN1CCN(C(=O)CNc2ccc(C(F)(F)F)cc2[N+](=O)[O-])CC1 do in these assays?
PrPC TRFRET: -25; PriA SSB inh: 6; PfHsp40 rescue: 0.4; TcdB inh: -0.2; BoNT-A LC inh2: -1.1; SARS 3CLpro inh: 6; Anthrax LF prot: -5; Vc quorum ag: -0.6; Yp Topo-I inh: 5
